PvdQ acylase = P. aeruginosa PvdQ acylase inhibitors, primary screen, biochemical, fluorescence, plate reader and imaging, single point | PvdQ acylase [Pseudomonas aeruginosa LESB58] | purified PvdQ acylase | inhibition, % at 10 µM | 0.063% of 340,000 active | AID 488965, 2010; in the data active means inhibition above about 30%, passing the limit was not always enough;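 further: 0% = vehicle neutral wells and 100% = reference inhibitor wells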
DAGLB inhibitor = DAGLB lipase inhibitors, primary screen, biochemical, fluorescence, HTS; Diacylglycerol lipase-beta (Homo sapiens), Q8NCG7; HEK293T DAGLB membrane lysate, EnzChek fluorogenic substrate; inhibition, % at 5.17 µM; 0.059% of 340,000 active; AID 504411, 2011; in the data active means inhibition above about 34%;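 further: 0% = enzyme with vehicle and 100% = wells lacking enzyme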
SR-BI uptake up = activators of SR-BI mediated DiI-HDL uptake, primary screen, ldlA[mSR-BI] CHO cells, DiI fluorescence. activation, % at 12.5 µM. 0.096% of 320,000 active. AID 504775, 2011. 3 h; 100 = double the neutral-control signal;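 active means mean replicate activation of at least 60% and every replicate at or above 60%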;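 further: 0% = median plate neutral-control signal and 100% = twice that signal; values of inactives mirror those of a sister screen read the other way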
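System: LDL receptor-deficient CHO ldlA cells overexpressing murine SR-BI | Timing: 3 h uptake period with compound, 37 °C | Medium: HEPES-buffered (25 mM, pH 7.4) F12 plus 0.5% BSA | Dosing: Single-point compound dose | Signal: Bottom-read fluorescence, 550/595 nm | Read-out: Retained DiI signal reflecting DiI-HDL uptake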
Cardiac RTF inh = cardiac RTF calcium sensitivity inhibitors, primary screen, biochemical, IANBD-TnC fluorescence, EC70 calcium; Troponin I, cardiac muscle (Homo sapiens) + Troponin T, cardiac muscle (Homo sapiens) + …; IANBD-labeled cardiac RTF, Ca2+ fluorescence; inhibition, % at 7.15 µM; 0.12% of 340,000 active;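 active means inhibition above the mean inhibition of all tested compounds plus 3 SD, cut at about 17% in these data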;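 further: assay run at fixed EC70 calcium of 1.6 mM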
PKA-R2B activ = activators of PKA-R2B holoenzyme, primary screen, biochemical, fluorescence polarization, Cy5-IP20, human | cAMP-dependent protein kinase catalytic subunit beta (Homo sapiens) + cAMP-dependent … | PKA-R2B holoenzyme dissociation; R2B truncated from residue 108, S112A mutant; 0% DMSO only, 100% 113 µM cGMP | activation, % at 11.4 µM | 0.079% of 340,000 active | AID 504700, 2011;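 active means activation above a cutoff set at the mean over all compounds plus 3 SD, cut at about 18% in these data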;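 further: higher means more holoenzyme dissociation and a rise in polarization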
Target sequence (P31323 whole entry, looked up, other chains not shown, the tested form may be a part): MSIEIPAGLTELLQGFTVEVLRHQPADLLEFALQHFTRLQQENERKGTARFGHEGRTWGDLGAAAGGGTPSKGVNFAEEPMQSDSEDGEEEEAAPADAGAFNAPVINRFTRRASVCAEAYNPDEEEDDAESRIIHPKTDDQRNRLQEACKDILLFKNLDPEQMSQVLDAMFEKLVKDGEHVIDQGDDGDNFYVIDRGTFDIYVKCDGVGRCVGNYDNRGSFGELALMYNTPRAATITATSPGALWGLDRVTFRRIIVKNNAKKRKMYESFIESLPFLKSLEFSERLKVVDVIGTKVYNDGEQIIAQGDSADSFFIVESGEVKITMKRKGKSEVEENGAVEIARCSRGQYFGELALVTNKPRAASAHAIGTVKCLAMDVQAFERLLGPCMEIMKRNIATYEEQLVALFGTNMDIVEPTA
NSD2 HMT inh = NSD2 histone methyltransferase inhibitors, primary screen, biochemical, AlphaScreen, single concentration, set 2; 0.54% of 310,000 active; Histone-lysine N-methyltransferase NSD2 (Homo sapiens), O96028; NSD2 peptide methylation, 120 min; inhibition, % at 12.5 µM; in the data active means inhibition above about 50%
Arrestin-AP2 inh = inhibitors of beta-arrestin/AP2 binding, primary screen, biochemical, GPCR trafficking, flow cytometry; AID 504490, 2011; inhibition, % at 10 µM; FITC-arrestin peptide / GST-AP2 beads; AP2 beta2 appendage carries R879A mutation; beta-arrestin 1 C-terminal peptide binding to AP2 beta2-adaptin appendage (human); 0.31% of 340,000 active;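 active means inhibition above a set limit, near 3 SD of compounds lacking own fluorescence, cut at about 54% in these data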;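 further: plate controls were DMSO wells for no effect and 5 µM unlabelled arrestin peptide for full effect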
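test system = AP2 appendage R879A on GSH beads | buffer or medium = PBS plus Tween 20 (0.05%) and BSA (0.1%) | incubation = 12 min plus 1 h, RT | detection = bead flow cytometry, FITC channel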
Keap1-Nrf2 PPI = Keap1-Nrf2 protein-protein interaction inhibitors, primary screen, biochemical, fluorescence polarization, single point | Kelch-like ECH-associated protein 1 (Homo sapiens), Q14145 | 0.15% of 340,000 active | inhibition, % at 9.4 µM | Keap1 Kelch-Nrf2 peptide fluorescence polarization, 1536-well | AID 504523, 2011; in the data active means inhibition above about 12%;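 further: human Keap1 Kelch domain with fluorescein labeled Nrf2 9mer peptide probe; 0% = neutral control wells and 100% = peptide positive control; higher means more block of Keap1 binding to Nrf2 peptide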
Target sequence (Q14145 whole entry, looked up, the tested form may be a part): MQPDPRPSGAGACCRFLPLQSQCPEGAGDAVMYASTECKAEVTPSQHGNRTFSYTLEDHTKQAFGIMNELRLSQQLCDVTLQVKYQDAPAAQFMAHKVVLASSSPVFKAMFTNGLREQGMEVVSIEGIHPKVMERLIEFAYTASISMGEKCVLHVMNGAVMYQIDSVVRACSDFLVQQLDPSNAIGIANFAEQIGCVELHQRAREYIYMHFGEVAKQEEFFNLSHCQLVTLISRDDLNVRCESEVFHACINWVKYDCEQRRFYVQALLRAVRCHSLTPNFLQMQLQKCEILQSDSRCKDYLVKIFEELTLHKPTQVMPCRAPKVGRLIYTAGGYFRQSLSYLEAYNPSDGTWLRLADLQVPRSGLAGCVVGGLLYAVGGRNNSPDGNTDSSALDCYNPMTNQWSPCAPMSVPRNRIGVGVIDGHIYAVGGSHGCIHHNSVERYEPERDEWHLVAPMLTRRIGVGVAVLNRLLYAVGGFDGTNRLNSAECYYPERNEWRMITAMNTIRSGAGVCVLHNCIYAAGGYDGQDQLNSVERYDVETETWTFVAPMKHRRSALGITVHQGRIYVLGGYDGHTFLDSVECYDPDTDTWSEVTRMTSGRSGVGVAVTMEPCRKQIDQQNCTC
LANA DNA inh = inhibitors of KSHV C-LANA binding to DNA, primary screen, biochemical, fluorescence polarization, FAM-LBS DNA, MBP-C-LANA, single point; 0.078% of 340,000 active; inhibition, % at 9 µM; Kaposi's sarcoma herpesvirus LANA C-terminal domain (residues 932-1162) DNA binding; AID 504423, 2011;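 active means highest replicate inhibition at or above 60% at 9 µM, even if other replicates fall short; inactive means all replicates below 60% inhibition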;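 further: 0% = neutral control wells and 100% = 4 µM acridine orange control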
SR-BI DiI inh = inhibitors of SR-BI mediated HDL lipid uptake, primary screen, ldlA[mSR-BI] cells, fluorescence, single point. ldlA[mSR-BI] CHO cells, DiI-HDL uptake fluorescence, 3 h. inhibition, % at 12.5 µM. 0.96% of 320,000 active. AID 488896, 2010;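 active means mean replicate inhibition of at least 70% and a set share of replicates each scoring 70 or more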;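 further: 0% = median of neutral control wells and 100% = median of positive control wells; values of inactives mirror those of a sister screen read the other way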
Starred values were filed as active, the others as inactive; / = no result given.

PvdQ acylase,DAGLB inhibitor,SR-BI uptake up,Cardiac RTF inh,PKA-R2B activ,NSD2 HMT inh,Arrestin-AP2 inh,Keap1-Nrf2 PPI,LANA DNA inh,SR-BI DiI inh,SMILES
-12.8,-3.4,14.2,-10.3,4.9,/,2.1,5.0,-0.3,-14.2,CC(C)CC(NC(=O)OC(C)(C)C)c1cn([C@@H](CCCCNC(=O)OC(C)(C)C)C(=O)N2CCN(C(=O)OC(C)(C)C)CC2)nn1 (some centres not stated)
-0.6,-2.0,/,5.2,-0.3,-0.2,4.5,1.1,-0.7,/,Cc1ccc(Cl)cc1N1CCN(CC(O)COC(C)C)CC1 (configuration not stated)
-10.7,1.4,-11.1,-6.4,8.1,-2.0,8.5,-4.3,-0.9,11.1,COc1ccccc1OCCSc1nc2ccccc2n1CC(O)CO (configuration not stated)
14.3,0.3,-11.8,-3.7,1.5,19.1,52.1,1.1,-1.3,11.8,COc1cc(NC(=S)N2CCCCC2C)c(OC)cc1Cl (configuration not stated)
-12.3,-7.8,/,-0.8,-3.2,-0.4,-3.3,-2.1,-2.0,/,COc1cccc(/C=N/n2c(C)nc3ccccc32)c1OC
-12.4,-0.2,/,-5.7,-2.4,-1.5,-4.4,-2.6,0.8,/,O=C(CSc1ncccc1C(=O)O)NCc1ccc(F)cc1
0.6,-2.6,-14.8,-8.0,-6.1,/,15.3,0.6,2.3,14.8,CC(=O)Nc1cccc(-c2cnc(N)c(C(=O)c3cccnc3)n2)c1
3.6,-2.9,34.8,-3.5,2.6,/,21.3,-1.5,0.0,-34.8,COc1ccc(CCNc2nnc(C)c(=O)[nH]2)cc1OC
19.0,4.2,26.2,-3.6,-3.4,14.7,-2.4,4.6,1.2,-26.2,O=C(O)CCCCCn1c(O)c(C=C2N=c3ccccc3=N2)sc1=S
-16.5,-11.9,-15.6,-14.1,-6.0,4.9,7.3,-2.2,0.5,15.5,CCc1c(C)sc(NC(=O)C2CC2)c1C(=O)OC(C)C
-3.7,-1.2,4.0,-2.0,3.3,5.5,2.0,1.6,2.3,-4.0,COc1cc(CNCc2ccccc2)ccc1OCC(O)c1ccccc1 (configuration not stated)
-9.5,2.3,7.9,-6.0,4.0,/,-1.6,2.7,0.4,-7.9,CN(C)S(=O)(=O)c1ccc(C(=O)OCCCN=C2NS(=O)(=O)c3ccccc32)cc1
-17.9,-1.7,9.1,-7.3,5.8,/,-2.3,-1.6,-0.2,-9.1,COC(=O)c1cc(C(=O)OC)cc(S(=O)(=O)Nc2ccc(Cl)c(N)c2)c1
-10.9,-6.3,-5.0,0.3,-0.6,/,-8.2,-0.6,-0.9,5.0,O=S(=O)(Cc1ccccc1Cl)NCCc1ccccc1
1.3,-0.4,-0.7,-1.0,-1.4,3.8,-12.1,4.3,0.1,0.7,CC(=O)N(c1ccccc1)c1ccc([N+](=O)[O-])cc1[N+](=O)[O-]
-4.8,3.1,5.1,-13.3,-0.3,2.3,4.6,0.5,3.0,-5.1,O=[N+]([O-])/C=C/c1cc2ccccc2[nH]1
18.9,-2.4,2.2,-6.5,-10.9,-2.0,4.6,-1.0,-0.2,-2.2,Cc1ccc2nc(-c3ccc(NS(=O)(=O)c4ccccc4)cc3)sc2c1
-12.1,-0.7,16.5,0.5,-2.6,-1.5,7.3,3.6,1.4,-16.5,O=C(CCCOc1ccccc1)N1CCN(c2ccccn2)CC1
0.2,-2.2,3.5,1.2,-5.2,-2.0,-10.6,1.0,1.2,-3.5,O=C(COC(=O)c1ccccc1O)NC12CC3CC(CC(C3)C1)C2
-2.1,-5.7,25.7,-8.4,5.2,-0.8,-13.2,1.2,-2.2,-25.7,Cc1ccc(N(CC(O)CN(C)C)S(=O)(=O)c2ccccc2)cc1 (configuration not stated)
-9.0,2.2,2.6,-7.4,0.3,/,22.4,-0.7,2.5,-2.6,COC(=O)[C@H](Cc1ccccc1)NC(=O)[C@@H](N)CC(=O)OCc1ccccc1
-4.7,1.7,12.9,-1.6,-0.5,8.8,-6.7,-2.9,3.7,-12.9,Cc1ccc(N=Nc2c(N)n[nH]c2N)cc1
-5.2,1.0,-49.3,-14.4,-1.6,-0.2,29.5,-4.1,1.4,49.3,O=C(NCCCN1CCOCC1)c1cc(-c2ccc(F)cc2)nc2ccccc12
-8.6,0.2,11.5,3.4,-6.2,0.2,19.1,-1.2,-1.0,-11.5,CC(=O)Oc1ccc(-c2nc3cc(Cl)ccc3c(=O)o2)cc1
-10.8,-1.2,23.0,-4.9,4.0,-2.5,-12.1,-2.0,-0.1,-23.0,CC(=O)Nc1ccc(C(=O)OCC(=O)N(c2ccccc2)C2CCS(=O)(=O)C2)cc1 (configuration not stated)
-10.0,-1.1,-10.5,2.0,-5.7,-2.8,-12.2,-1.5,0.1,10.5,COc1cc(/C(C)=N/NC(=O)CSc2nc3ccccc3[nH]2)ccc1O
-12.9,-1.5,-1.9,-3.4,-6.5,-1.4,11.6,-3.5,0.8,1.9,CCCN(CCC)Cc1c(C(=O)N/N=C/c2ccncc2)nnn1-c1nonc1N
-4.5,1.3,/,-18.0,-3.3,1.0,-0.1,1.0,-0.2,/,Cc1cc(C)c(S(=O)(=O)N2CCN(C(=O)C(C)Cn3nc(C)nc3C)CC2)c(C)c1 (configuration not stated)
-9.8,1.5,7.7,3.9,-1.7,-2.3,4.9,-2.9,1.2,-7.7,CC(=O)Nc1nnc(CSCc2ccccc2F)s1
1.4,1.9,/,3.7,0.2,0.9,-1.7,-3.9,-0.9,/,CC(=O)c1cccc(S(=O)(=O)NC(C)C2CC3CCC2C3)c1 (configuration not stated)
-12.4,-1.4,18.0,-5.4,-11.0,-13.9,-1.7,0.8,1.4,-17.9,Cc1ccc(C(=O)NCCN2CCOCC2)cc1Cl
0.2,-0.8,7.3,-0.8,-0.5,-2.8,9.2,-0.7,-1.8,-7.3,CC(C)[C@H](NS(=O)(=O)c1ccccc1)C(=O)OCC(=O)Nc1ccccc1Sc1ccccc1
-12.3,-0.1,6.2,-5.1,-1.8,-0.8,9.7,-5.9,-1.5,-6.2,O=C(CC1NCCNC1=O)Nc1ccc2c(c1)OCO2 (configuration not stated)
-7.9,-0.4,14.6,-2.4,-1.5,-6.7,-17.1,0.6,0.3,-14.6,CCC1Oc2ccc(C)cc2N(CC(=O)NCCN2CCOCC2)C1=O (configuration not stated)
-6.5,0.1,-9.8,-2.1,-2.5,-5.9,2.9,4.0,-1.1,9.8,C(=C\c1ccccn1)/c1ccncc1
-9.8,0.8,/,5.1,22.8*,0.4,-1.7,0.8,-0.5,/,O=C(NC1CC1)c1ccc(F)cc1Cl
-11.3,-1.1,-54.1,-7.6,-9.0,0.6,0.5,-6.4,0.0,54.1,CCCN(CC(=O)Nc1ccccc1C)C(=O)C1CCN(c2ncnc3sc(C)c(C)c23)CC1
-14.7,-0.9,/,-5.6,5.9,-3.5,-9.6,-3.9,1.9,/,O=C(COC(=O)CCc1nc2ccccc2c(=O)[nH]1)Nc1ccccc1Cl
-6.7,0.6,-4.6,-0.9,-4.5,/,11.6,-3.4,-0.7,4.6,C[C@H](CO)N1C[C@H](C)[C@@H](CN(C)S(=O)(=O)c2ccc(F)cc2)Oc2ccc(NS(=O)(=O)c3cccs3)cc2C1=O
-12.3,0.3,8.7,-1.6,-9.4,/,-53.9,3.2,-0.5,-8.7,CC(C)(C)n1nnnc1C(c1ccc(C#N)cc1)N1CCCC2(CCCCC2)C1 (configuration not stated)
-14.6,-1.8,-25.7,-2.4,0.8,1.8,3.7,-0.7,-0.6,25.7,O=C(Nc1ccccc1)Nc1cccc2ccccc12
-12.5,-7.0,117.5*,-3.1,-5.5,4.0,1.4,-5.2,0.8,-117.5,N#Cc1nc(COc2ccc(Cl)cc2Cl)oc1N1CCN(c2ccccc2)CC1
13.6,0.3,2.8,-3.1,14.0,-4.6,10.2,4.7,-1.8,-2.8,CCn1nc(C(=O)OCC(=O)c2ccc(F)cc2)c2ccccc2c1=O
12.3,2.8,-2.3,-0.8,6.3,-2.0,37.6,-4.2,1.6,2.3,COc1cc(NC(=O)CSc2nnnn2Cc2ccccc2)cc(OC)c1
-5.5,1.3,/,-3.8,9.4,-6.5,-3.3,0.5,-0.6,/,O=C(O)[C@H]1CCCC[C@H]1C(=O)Nc1ccc(S(=O)(=O)N2CCCCC2)cc1
8.2,1.4,-11.5,-13.9,0.3,-0.1,5.6,4.3,-0.9,11.5,CCOc1ccc(C(=O)CSCCC(=O)O)cc1
-17.2,0.5,-4.9,-2.4,-1.0,0.0,3.9,-3.6,1.0,4.9,CC(=O)OCCNc1nc(-c2ccccc2)nc2ccccc12
5.8,-0.7,/,1.5,-9.4,-5.3,0.2,1.0,-0.5,/,CSCCC(NS(=O)(=O)c1ccc2c(c1)oc(=O)n2C)C(=O)NCc1ccccc1 (configuration not stated)
-13.0,-1.1,14.2,-1.9,-2.6,0.3,10.3,-4.1,1.2,-14.2,Cc1ccc(CNC(=O)C2CCCN2C(=O)Nc2cccc(Cl)c2)cc1 (configuration not stated)
-14.4,-4.9,11.8,-10.9,-3.3,-2.0,5.1,-3.3,0.7,-11.8,COc1ccc(C(=O)NCc2ccccc2)cc1Br

Compound profiles (already shown). Order of values: PvdQ acylase, DAGLB inhibitor, SR-BI uptake up, Cardiac RTF inh, PKA-R2B activ, NSD2 HMT inh, Arrestin-AP2 inh, Keap1-Nrf2 PPI, LANA DNA inh, SR-BI DiI inh
Record of COC(=O)c1cc(C(=O)OC)cc(S(=O)(=O)Nc2ccc(Cl)c(N)c2)c1 → -17.9, -1.7, 9.1, -7.3, 5.8, /, -2.3, -1.6, -0.2, -9.1
Record of Cc1ccc(CNC(=O)C2CCCN2C(=O)Nc2cccc(Cl)c2)cc1 (configuration not stated) → -13.0, -1.1, 14.2, -1.9, -2.6, 0.3, 10.3, -4.1, 1.2, -14.2
Record of Cc1ccc(C(=O)NCCN2CCOCC2)cc1Cl → -12.4, -1.4, 18.0, -5.4, -11.0, -13.9, -1.7, 0.8, 1.4, -17.9

Screens deposited in PubChem by several laboratories.
